TNAP inh noacc: inhibitors of human TNAP without phosphate acceptor; purified TNAP, CDP-star luminescence, 30 min; inhibition, % at 20 µM; 200,000 compounds, 0.26% hits; AID 1012;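 active = tissue-nonspecific alkaline phosphatase inhibition above about 50% at 20 µM in the single-dose screen, limit read from the data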;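 note: 0% = DMSO negative control and 100% = EDTA positive control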
Target sequence (P05186 whole entry, looked up): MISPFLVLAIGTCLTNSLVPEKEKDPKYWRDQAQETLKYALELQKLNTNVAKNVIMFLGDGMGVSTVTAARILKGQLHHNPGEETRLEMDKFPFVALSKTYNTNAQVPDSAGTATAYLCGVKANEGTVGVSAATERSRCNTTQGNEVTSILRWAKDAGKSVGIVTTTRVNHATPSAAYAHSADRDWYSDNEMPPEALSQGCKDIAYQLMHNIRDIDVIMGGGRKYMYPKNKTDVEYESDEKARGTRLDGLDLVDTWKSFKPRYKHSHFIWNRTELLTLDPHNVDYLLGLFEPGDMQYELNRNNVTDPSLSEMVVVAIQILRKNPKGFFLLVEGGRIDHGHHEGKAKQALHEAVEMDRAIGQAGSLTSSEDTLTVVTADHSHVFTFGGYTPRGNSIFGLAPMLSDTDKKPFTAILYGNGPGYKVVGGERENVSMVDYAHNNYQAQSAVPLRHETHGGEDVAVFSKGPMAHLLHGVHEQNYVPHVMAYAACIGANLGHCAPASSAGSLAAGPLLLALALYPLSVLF
bIAP activator: increases bovine intestinal alkaline phosphatase activity | 200,000 compounds, 0.17% hits | AID 1016 | purified bovine IAP, CDP-star luminescence, 30 min; hits give high values; fold of DMSO-control signal, blank-subtracted | activation factor at 20 µM;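 active = activation factor of 2 or more at 20 µM, a signal rise over negative controls twice the positive control's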
HMGR II inh: inhibitors of class II HMG-CoA reductase from Enterococcus faecalis | inhibition, % at 10 µM | 190,000 compounds, 0.41% hits | purified E. faecalis HMGR, NADPH absorbance 340 nm kinetic | AID 1066;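 active = inhibition above a set limit, the median over all tested compounds plus 3 SD, cut at about 9.5% in these data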;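 note: enzyme runs in reverse so mevalonate oxidation gives rising NADPH absorbance; 0% = complete reaction with DMSO and 100% = background rate lacking mevalonate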
PPARg SRC-3 ag: agonists of human PPARgamma SRC-3 coactivator recruitment; P37231; biochemical PPARgamma/SRC-3 coactivator recruitment assay; activation, % at 8 µM; 200,000 compounds, 0.26% hits; AID 731; in the data active = activation above about 23%;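 note: 0% = DMSO and 100% = reference agonist; some compounds past the cut are filed as inactive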
Target sequence (P37231 whole entry, looked up): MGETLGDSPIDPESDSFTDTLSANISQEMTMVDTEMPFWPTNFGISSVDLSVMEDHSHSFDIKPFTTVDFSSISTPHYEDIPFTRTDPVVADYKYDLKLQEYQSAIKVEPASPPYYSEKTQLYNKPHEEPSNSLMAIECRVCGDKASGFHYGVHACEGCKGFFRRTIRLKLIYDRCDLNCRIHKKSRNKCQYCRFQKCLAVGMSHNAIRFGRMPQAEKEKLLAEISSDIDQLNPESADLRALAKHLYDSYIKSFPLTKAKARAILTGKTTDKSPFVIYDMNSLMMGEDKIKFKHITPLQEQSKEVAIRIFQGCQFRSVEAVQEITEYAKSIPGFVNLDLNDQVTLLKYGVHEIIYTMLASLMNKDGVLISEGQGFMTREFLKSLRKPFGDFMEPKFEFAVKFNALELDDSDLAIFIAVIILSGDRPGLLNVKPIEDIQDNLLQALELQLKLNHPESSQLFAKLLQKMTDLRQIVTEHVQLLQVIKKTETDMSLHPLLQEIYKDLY
TNAP act hiacc: TNAP (human) activation, high acceptor. purified TNAP, CDP-star luminescence, 1 M DEA, 30 min; hits give high values; 0 = EDTA background, 1 = DMSO-only activity. 200,000 tested, under 10 active. activation factor at 20 µM. P05186;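 active = activation factor at least 2 at 20 µM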
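Dosing: 20 µM single point. System: human TNAP. Amount: TNAP 1/800 final. Incubation: 30 min, room temperature. Read-out: TNAP activation factor scaled between EDTA and DMSO control wells. Signal: luminescence from CDP-star hydrolysis. Medium: 1 M DEA, pH 9.8, Mg2+, Zn2+. Control set: EDTA negative control, DMSO positive control.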
TR-FRET SRC-2 ct: counter-screen for PPARgamma SRC-2 recruitment agonists: TR-FRET artefact; hits give high values; TR-FRET ratio at 8 µM; 200,000 compounds, 0.4% hits; in the data active = TR-FRET ratio above about 2000; note: inactives centre near 1500
TNAP inh hiacc: TNAP (human) inhibition, high acceptor; P05186; purified TNAP, CDP-star luminescence, 1 M DEA; inhibition, % at 20 µM; 200,000 compounds, 0.03% hits;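 active = over 50% inhibition of tissue-nonspecific alkaline phosphatase at 20 µM in the single-dose screen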;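 note: plate controls were DMSO wells for no effect and EDTA-quenched wells as full inhibition for full effect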
PPARg SRC2 recr: promotes SRC-2 coactivator recruitment by human PPARgamma; P37231; PPARgamma LBD-SRC-2 recruitment, biochemical; activation, % at 8 µM; 200,000 compounds, 0.34% hits; AID 1032; in the data active = activation above about 22%;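 note: 0% = vehicle and 100% = reference agonist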
PPARg SRC1 recr: promotes SRC-1 coactivator recruitment by human PPARgamma; P37231; PPARgamma-SRC-1 coactivator recruitment biochemical assay; activation, % at 8 µM; 200,000 compounds, 0.41% hits; in the data active = activation above about 19%;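 note: 0% = DMSO and 100% = reference agonist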
bIAP inhibitor: blocks bovine intestinal alkaline phosphatase activity | AID 1019 | inhibition, % at 20 µM | 190,000 tested, under 10 active | purified bovine IAP, CDP-star luminescence, 30 min;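 active = over 50% inhibition of intestinal alkaline phosphatase at 20 µM in the single-dose screen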
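Assay system: bovine IAP enzyme; medium: DEA buffer 100 mM, pH 9.8, with MgCl2 1.0 mM, ZnCl2 0.02 mM; doses: 20 µM single dose; incubation: enzyme reaction for 30 min at room temperature; detection: CDP-star luminescence signal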
* marks the source's active call; other numbers are inactive results; / = not tested or not shown.

SMILES | TNAP inh noacc | bIAP activator | HMGR II inh | PPARg SRC-3 ag | TNAP act hiacc | TR-FRET SRC-2 ct | TNAP inh hiacc | PPARg SRC2 recr | PPARg SRC1 recr | bIAP inhibitor
Cc1ccc(C(=O)NC(O)C(Cl)(Cl)Cl)cc1 (stereo unspecified) | 2 | 0.9 | 2 | -1 | 1 | 1398 | 4 | 2 | 2 | 12
O=c1c2ccccc2nc(CNCC2CCCO2)n1-c1ccc(F)cc1 (stereo unspecified) | -15 | 1 | -1 | 2 | 1 | 1767 | -4 | -1 | 9 | -5
CN(C)CCN=Cc1c(O)n(CCC2=CCCCC2)c(=O)[nH]c1=O | 6 | 1 | 0 | 15 | 1 | 1595 | -4 | 4 | 14 | -2
Cc1c(NC(=O)C(C)OC(=O)Cc2ccccc2)c(=O)n(-c2ccccc2)n1C (stereo unspecified) | -8 | 1 | 1 | 3 | 1.1 | 1548 | -7 | 5 | 3 | 1
COCCOC(=O)C1=C(C)OC(N)=C(C(=O)OC)C12C(=O)Nc1ccccc12 (stereo unspecified) | -6 | 1 | -4 | 6 | 1 | 1526 | -2 | 9 | 6 | 3
COCCCn1c(N)c(C(=O)Nc2sc3c(c2C(=O)OC)CCCC3)c2nc3ccccc3nc21 | -11 | 0.9 | -2 | 0 | 1 | 1519 | -3 | 6 | 4 | 10
CN1CCN(Cc2ccc(N)cc2)CC1 | -4 | 1 | -3 | 8 | 1 | 1603 | -2 | 10 | 8 | 2
CCCC(CCC)C(=O)OC[N+](C)(C)CCOC(=O)C(O)(c1ccccc1)C1CCCC1 (stereo unspecified) | 2 | 1.3 | -4 | 4 | 1 | 1536 | -4 | 0 | 6 | -27
O=C(c1cc(S(=O)(=O)N2CCCCC2)ccc1F)N1CCC2(CC1)OCCO2 | -7 | 0.9 | -1 | -7 | 1 | 1568 | -3 | 3 | 4 | 5
C=Cn1ccnc1P(=S)(c1cc(N(CC)CC)ns1)c1nccn1C=C | -2 | 1.1 | / | -4 | 1.1 | 1438 | -6 | -5 | -2 | -6
COc1ccc(Cl)cc1C(=O)C1CCCN(Cc2cnc(C)s2)C1 (stereo unspecified) | -8 | 1 | 1 | -5 | 1.1 | 1439 | -6 | -2 | -12 | -4
N=C1c2ccccc2CN1NC(=O)c1ccc(Cl)cc1 | -7 | 0.9 | -5 | -4 | 1.1 | 1410 | -6 | -4 | -1 | 7
Cc1cc(N2C(=O)C3CCCN3C2c2ccccc2)no1 (stereo unspecified) | 8 | 1 | 0 | 7 | 1 | 1521 | -3 | 2 | 0 | -2
NC(=O)CSc1nnc([C@@H](N)Cc2c[nH]c3ccccc23)o1 | -2 | 1.1 | -2 | 5 | 1 | 1608 | 0 | 3 | -3 | -8
COc1cc2c(cc1C=O)OCO2 | -8 | 0.9 | -7 | 2 | 1 | 1334 | -1 | 1 | -3 | 5
COc1ccc(CNC(=O)C(NC(C)=O)C(C)C)cc1OC (stereo unspecified) | 0 | 1 | -1 | 6 | 1 | 1762 | -4 | 13 | 5 | -4
Cc1ccc(C)c(NC(=O)CSc2nnc([C@@H](N)Cc3c[nH]c4ccccc34)o2)c1 | -18 | 1 | -1 | / | 1.1 | / | -5 | / | / | -4
O=C1C2CCCN2C(c2cccnc2)N1c1ccc(Cl)cc1 (stereo unspecified) | -7 | 1 | 0 | 2 | 1 | 1619 | -2 | 8 | -3 | 2
Cc1noc(C)c1C(=O)N1CCC2(CC1)OCCO2 | -2 | 1 | -5 | -17 | 1 | 1435 | -3 | 1 | -11 | -4
CN(C)P(=O)(CCl)Nc1ccccc1 (stereo unspecified) | -7 | 1 | 2 | -2 | 1 | 1424 | 5 | -6 | 5 | 0
COCCNC(=O)c1ccc(N2CC3CC(C2)c2cccc(=O)n2C3)c([N+](=O)[O-])c1 (stereo unspecified) | -14 | 0.9 | 8 | 6 | 1 | 1556 | 1 | 12 | 2 | 7
O=C(Oc1c(Cl)cc(Cl)c2ccccc12)N1CCCCC1 | -8 | 0.8 | -3 | 4 | 1 | 1580 | -3 | 6 | 9 | 16
C(CCc1nn[nH]n1)CCc1nn[nH]n1 | 13 | 1 | -2 | -2 | 1 | 1605 | 2 | -6 | 7 | 3
COc1ccc(NC(=S)NC(NC(=O)CF)C(Cl)(Cl)Cl)cc1[N+](=O)[O-] (stereo unspecified) | 2 | 0.9 | -4 | -2 | 1 | 1685 | 4 | 6 | 3 | 7

A section from the list above, for reference:
SMILES | TNAP inh noacc | bIAP activator | HMGR II inh | PPARg SRC-3 ag | TNAP act hiacc | TR-FRET SRC-2 ct | TNAP inh hiacc | PPARg SRC2 recr | PPARg SRC1 recr | bIAP inhibitor
Cc1cc(N2C(=O)C3CCCN3C2c2ccccc2)no1 (stereo unspecified) | 8 | 1 | 0 | 7 | 1 | 1521 | -3 | 2 | 0 | -2
NC(=O)CSc1nnc([C@@H](N)Cc2c[nH]c3ccccc23)o1 | -2 | 1.1 | -2 | 5 | 1 | 1608 | 0 | 3 | -3 | -8
COc1cc2c(cc1C=O)OCO2 | -8 | 0.9 | -7 | 2 | 1 | 1334 | -1 | 1 | -3 | 5
COc1ccc(CNC(=O)C(NC(C)=O)C(C)C)cc1OC (stereo unspecified) | 0 | 1 | -1 | 6 | 1 | 1762 | -4 | 13 | 5 | -4
Cc1ccc(C)c(NC(=O)CSc2nnc([C@@H](N)Cc3c[nH]c4ccccc34)o2)c1 | -18 | 1 | -1 | / | 1.1 | / | -5 | / | / | -4
O=C1C2CCCN2C(c2cccnc2)N1c1ccc(Cl)cc1 (stereo unspecified) | -7 | 1 | 0 | 2 | 1 | 1619 | -2 | 8 | -3 | 2
Cc1noc(C)c1C(=O)N1CCC2(CC1)OCCO2 | -2 | 1 | -5 | -17 | 1 | 1435 | -3 | 1 | -11 | -4
CN(C)P(=O)(CCl)Nc1ccccc1 (stereo unspecified) | -7 | 1 | 2 | -2 | 1 | 1424 | 5 | -6 | 5 | 0

The results go on.
SMILES | TNAP inh noacc | bIAP activator | HMGR II inh | PPARg SRC-3 ag | TNAP act hiacc | TR-FRET SRC-2 ct | TNAP inh hiacc | PPARg SRC2 recr | PPARg SRC1 recr | bIAP inhibitor
Cc1nc2c(-c3ccccc3)c(C)nn2c(C)c1CCC(=O)N1CCC2(CC1)OCCO2 | -6 | 0.1 | -5 | 5 | 1 | 1549 | 0 | 5 | 12 | /
CCCCn1c(N)c(C(=O)NCCN2CCOCC2)c2nc3ccccc3nc21 | -22 | 1.2 | -2 | 4 | 1.1 | 1662 | -9 | 5 | 3 | -20
COc1ccc(N=Nc2c(O)[nH]c(=S)[nH]c2=O)cc1 | 28 | 0.9 | 0 | 5 | 0.6 | 1607 | 36 | 16 | 10 | 10
COc1cccc(-n2c(O)c(C=NCc3ccc4c(c3)OCO4)c(=O)[nH]c2=O)c1 | -6 | 1 | -4 | 3 | 1 | 1320 | -3 | -12 | 2 | 4
O=c1[nH]c(=S)n(CCC2=CCCCC2)c(O)c1C=NC1CCN(Cc2ccccc2)CC1 | 2 | 1 | -2 | -2 | 0.9 | 1572 | 9 | 3 | -1 | -2
Cc1ccc(CN2C(=O)NC(=O)C3(Cc4c(nc5ccccn5c4=O)N4CCCCCC43)C2=O)cc1 (stereo unspecified) | -5 | 1 | 0 | -2 | 1 | 1377 | -4 | 2 | 10 | 5
CCOC(=O)c1c(-c2ccc(OC)cc2)oc2ccc(OC(=O)N(C)C)cc12 | -2 | 1.1 | -5 | 0 | 1 | 1538 | 3 | 4 | 8 | -7
CCC(CC)NCc1c[nH]c2ccccc12 | -7 | 1 | 1 | 2 | 1.1 | 1701 | -5 | 6 | 4 | -2
Cc1cccc(OP(=O)(Oc2ccccc2)OC(c2ccccc2)C(F)(F)F)c1 (stereo unspecified) | -4 | 0.9 | 3 | -1 | 1.1 | 1495 | -6 | -2 | 2 | 9
O=c1[nH]c(O)c(N=Nc2ccc([N+](=O)[O-])cc2)c(=O)[nH]1 | 9 | 0.8 | 0 | -1 | 0.8 | 1613 | 23 | 1 | -7 | 21
Nc1c(C(=O)OCc2ccccc2)c2nc3ccccc3nc2n1Cc1cccs1 | -2 | 0.9 | 0 | -6 | 1 | 1379 | -4 | 3 | -3 | 5
CC(=NCc1ccc2c(c1)OCO2)c1c(O)[nH]c(=O)[nH]c1=O | 3 | 0.9 | 0 | -8 | 1.1 | 1376 | -5 | -3 | 3 | 8
COc1ccc(-n2c(SC)nc3ccccc3c2=O)cc1 | -6 | 0.9 | -1 | 4 | 1.1 | 1641 | -6 | 5 | 5 | 7
CC(C)Sc1nnc([C@@H](N)Cc2c[nH]c3ccccc23)o1 | -19 | 1 | -1 | -1 | 1.1 | 1384 | -8 | 4 | -3 | 3
CC1=NN(c2ccccc2)C(=O)/C1=C/c1c(O)[nH]c(=O)[nH]c1=O | 10 | 0.9 | 5 | 0 | 0.9 | 1553 | 14 | -1 | -3 | 10
O=P(Nc1cccc(Cl)c1)(Oc1ccccc1)Oc1ccccc1 | -8 | 0.7 | 0 | 4 | 1 | 1508 | -1 | 1 | 1 | 26
c1ccc(Cn2ccnc2)cc1 | -7 | 0.9 | -12 | 0 | 1 | 1418 | 0 | 1 | 9 | 9
Cc1ccc(-c2ccc(=O)n(CC(=O)N3CCC4(CC3)OCCO4)n2)cc1 | -15 | 0.9 | -2 | -1 | 1.1 | 1546 | -7 | 1 | 3 | 14
CCOC(=O)CC1=C(C(=O)OCC)C2(C(=O)N1CC(=O)OC)C(C#N)=C(N)Oc1ccccc12 (stereo unspecified) | -12 | 1 | 0 | 4 | 1.1 | 1432 | -6 | 3 | 4 | 1
O=c1c2ccccc2nc(-c2ccco2)n1-c1ccccn1 | -17 | 1 | 0 | -1 | 1.1 | 1558 | -8 | 7 | 6 | 4
CCOC(=O)C1(CCc2ccccc2)CCN(Cc2ccc3c(c2)OCCO3)CC1 | 0 | 0.9 | -11 | 1 | 1.1 | 1580 | -6 | 4 | 8 | 6
Nc1nonc1OCCCCOc1nonc1N | -8 | 1.2 | 0 | 1 | 1 | 1491 | -4 | 4 | 4 | -20
Cc1nc2c(-c3ccc(F)cc3)c(C)nn2c(C)c1CCC(=O)N1CCC2(CC1)OCCO2 | -7 | 1.1 | -5 | -4 | 1 | 1418 | -4 | -3 | -5 | -6
O=P1(NCc2ccco2)COc2ccccc2OC1 | -8 | 0.9 | -5 | -2 | 1 | 1467 | 0 | -5 | 1 | 8
O=C1CSC2N1CCNC21CCCCC1 (stereo unspecified) | -6 | 1 | -3 | 13 | 1 | 1663 | 4 | 7 | 8 | 4
O=c1[nH]c(=S)n(Cc2ccc(F)cc2)c(O)c1/C=N/N1CCCCC1 | -24 | 1 | -5 | -1 | 0.9 | 1756 | 6 | 10 | 11 | 3
c1ccc(C2N3CCCN23)cc1 (stereo unspecified) | -7 | 0.9 | 1 | 5 | 1 | 1569 | -1 | 12 | 7 | 5
Cc1cccc(N2C(=O)/C(=C/c3ccc(CN(CCC#N)S(C)(=O)=O)o3)C(=O)NC2=S)c1 | 0 | 0.9 | 0 | 5 | 1 | 1777 | 3 | -2 | -2 | 7
CCOC(=O)Cc1csc(NC(=O)c2c(O)c3ccccc3n(CCC(C)C)c2=O)n1 | -6 | 1.1 | 2 | 5 | 1.1 | 1479 | -6 | -3 | 1 | -9

The list is partial, so the mix of outcomes need not match the whole.
